PostGolgi ctrl = yeast control strain growth, post-Golgi counter-screen; efflux-deficient yeast background strain, growth absorbance A615, 16 h; inhibition, % at 10 µM; actives 5% (n = 98,000); AID 738
PostGolgi yeast = growth inhibition of a yeast mutant, post-Golgi transport screen. post-Golgi transport phenotypic cell assay. inhibition, % at 10 µM. actives 0.9% (n = 98,000). AID 739;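 also: yeast cells grown in 1536-well plates; yeast grown about 18 h at 30C before absorbance read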
sEH inhibitor = soluble epoxide hydrolase (human) inhibition | actives 0.34% (n = 91,000) | recombinant human sEH enzymatic activity assay | P34913 | inhibition, % at 2 µM | AID 707; in the data active = inhibition above about 80%; also: values of inactives mirror those of a sister screen read the other way; many of its hits are not listed in these tables
Target sequence (P34913 whole entry, looked up): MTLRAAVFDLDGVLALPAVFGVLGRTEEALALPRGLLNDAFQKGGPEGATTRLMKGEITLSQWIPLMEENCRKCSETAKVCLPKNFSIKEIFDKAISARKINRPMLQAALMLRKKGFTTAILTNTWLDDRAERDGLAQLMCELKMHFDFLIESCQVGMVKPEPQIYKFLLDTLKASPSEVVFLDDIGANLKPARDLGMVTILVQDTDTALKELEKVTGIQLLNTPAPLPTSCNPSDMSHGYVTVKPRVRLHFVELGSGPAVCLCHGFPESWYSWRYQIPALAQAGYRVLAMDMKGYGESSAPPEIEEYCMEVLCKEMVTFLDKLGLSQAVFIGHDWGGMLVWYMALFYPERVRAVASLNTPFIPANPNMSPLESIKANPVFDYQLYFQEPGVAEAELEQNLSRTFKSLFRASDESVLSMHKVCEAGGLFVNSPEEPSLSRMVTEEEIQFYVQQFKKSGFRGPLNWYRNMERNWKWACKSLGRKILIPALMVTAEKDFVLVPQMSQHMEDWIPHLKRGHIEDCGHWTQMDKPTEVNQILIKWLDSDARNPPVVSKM
S1P2 blocker = antagonists of human S1P2 receptor. actives 0.21% (n = 97,000). O95136. inhibition, % at 5 µM. cell-based S1P2 antagonist assay, inhibition at 5 uM; in the data active = inhibition above about 45%;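 also: CRE beta-lactamase reporter cells expressing human S1P2 stimulated with S1P; 0% = agonist at EC80 alone and 100% = agonist plus reference antagonist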
S1P2 ag = agonists of human S1P2 receptor; activation, % at 4.5 µM; actives 0.46% (n = 97,000); O95136; S1P2-expressing cell line, agonist reporter read-out; in the data active = activation above about 16%;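 also: 0% = vehicle low control and 100% = maximal reference agonist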
CD11b adhes inh = blocks human CD11b/CD18 adhesion to fibrinogen; P05107+P11215; K562 CD11b/CD18 adhesion to fibrinogen, ATPlite luminescence; Mn2+ added to activate the integrin; inhibition, % at 10 µM; actives 0.54% (n = 93,000); AID 1497;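 active = primary inhibition of 50% or more at 10 µM, then 40% or more on retest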; also: some results filed as inactive read as strong as hits
PLAP act = human PLAP activation; actives 1.2% (n = 96,000); activation fold at 20 µM; P05187; purified PLAP enzyme, luminescent substrate read-out; active compounds read high; in the data active = activation fold above about 2
Target sequence (P05187 whole entry, looked up): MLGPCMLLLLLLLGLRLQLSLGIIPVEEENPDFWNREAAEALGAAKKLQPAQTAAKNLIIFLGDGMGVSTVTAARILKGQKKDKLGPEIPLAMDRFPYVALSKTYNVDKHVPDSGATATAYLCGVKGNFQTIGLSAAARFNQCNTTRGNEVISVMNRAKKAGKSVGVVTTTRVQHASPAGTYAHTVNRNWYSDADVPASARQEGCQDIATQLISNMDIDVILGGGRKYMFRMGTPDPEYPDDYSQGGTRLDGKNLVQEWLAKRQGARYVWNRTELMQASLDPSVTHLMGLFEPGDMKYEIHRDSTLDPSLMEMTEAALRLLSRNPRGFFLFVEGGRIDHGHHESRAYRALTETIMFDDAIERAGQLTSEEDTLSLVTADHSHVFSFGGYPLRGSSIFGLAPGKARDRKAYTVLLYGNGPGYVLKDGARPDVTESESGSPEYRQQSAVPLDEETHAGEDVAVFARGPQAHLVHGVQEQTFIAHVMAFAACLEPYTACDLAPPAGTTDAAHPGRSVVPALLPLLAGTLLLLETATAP
sEH activator = soluble epoxide hydrolase (human) activation. P34913. purified human sEH enzymatic activity, activator screen. activation, % at 2 µM. actives 0.04% (n = 91,000); in the data active = activation above about 37%; also: values of inactives mirror those of a sister screen read the other way
E coli WT exp = growth inhibitors of E. coli BW25113 wild type. OD600 absorbance. growth inhibition, % at 100 µM. actives 0.15% (n = 98,000). AID 710;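 active = growth inhibition above about 50% at one test dose, limit read from the data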;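 also: growth measured after 20 h incubation at 37 °C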
Numbers without * were called inactive; nt = not tested or not shown. Rule as the data show it, unless noted: active = inhibition above about 30%; inactive = the rest.

SMILES | PostGolgi ctrl | PostGolgi yeast | sEH inhibitor | S1P2 blocker | S1P2 ag | CD11b adhes inh | PLAP act | sEH activator | E coli WT exp
C=CCOc1c(CNc2cccc(C(=O)O)c2)cccc1OC | -4.2 | 4.6 | -8.1 | -3.6 | -5.8 | 8.3 | 1.2 | 9.6 | -3.0
CCc1ccc(N2CC(C(=O)NCc3ccco3)CC2=O)cc1 (stereo not drawn) | nt | nt | 8.7 | 11.7 | -4.4 | nt | nt | -7.4 | nt
O=C(/C=C/c1ccc(Cl)cc1)NCCN1CCOCC1 | 10.8 | 3.0 | 8.4 | 12.5 | -10.7 | nt | 0.9 | -5.8 | 1.0
CCC(C)Sc1nc2c(cnn2-c2ccccc2)c(=O)[nH]1 (stereo not drawn) | 27.1 | 1.1 | nt | nt | nt | 30.3 | 1.4 | nt | -8.0
Clc1ccc(CN2CCN(c3ncnc4scc(-c5cccs5)c34)CC2)cc1 | 58.0* | 6.8 | 2.8 | 30.4 | -3.9 | 63.9 | 1.8 | -3.0 | -12.0
COc1ccc(-c2onc3ccc(Cl)cc23)cc1OC | nt | nt | 9.3 | -16.1 | -1.4 | nt | nt | -10.7 | nt
Cn1c(=O)c2c(nc(CN3CCOCC3)n2CCCc2ccccc2)n(C)c1=O | nt | nt | 5.1 | -2.3 | -10.8 | nt | nt | -4.8 | nt
COc1cc(NC(=O)c2cc(OC)c(OC)c(OC)c2)c(OC)cc1NC(=O)CN1CCCCC1 | 3.0 | -2.0 | 11.0 | -23.7 | 4.1 | -22.1 | 1.5 | -7.8 | 0.0
CCOC(=O)CSc1nc2ccc(N)cc2s1 | 2.7 | 0.3 | -3.2 | 2.2 | -4.3 | -11.9 | 1 | -1.2 | 2.0
CCCSc1nnc2n(-c3ccccc3OC)c(=O)c3c4c(sc3n12)CCC4 | 10.8 | 0.8 | 4.9 | -13.7 | 0.5 | -2.1 | 1.4 | -1.5 | 4.0

Single records, from the list above. Screens in order: PostGolgi ctrl | PostGolgi yeast | sEH inhibitor | S1P2 blocker | S1P2 ag | CD11b adhes inh | PLAP act | sEH activator | E coli WT exp
Cn1c(=O)c2c(nc(CN3CCOCC3)n2CCCc2ccccc2)n(C)c1=O is listed with nt | nt | 5.1 | -2.3 | -10.8 | nt | nt | -4.8 | nt
CCC(C)Sc1nc2c(cnn2-c2ccccc2)c(=O)[nH]1 (stereo not drawn) is listed with 27.1 | 1.1 | nt | nt | nt | 30.3 | 1.4 | nt | -8.0
C=CCOc1c(CNc2cccc(C(=O)O)c2)cccc1OC is listed with -4.2 | 4.6 | -8.1 | -3.6 | -5.8 | 8.3 | 1.2 | 9.6 | -3.0
CCCSc1nnc2n(-c3ccccc3OC)c(=O)c3c4c(sc3n12)CCC4 is listed with 10.8 | 0.8 | 4.9 | -13.7 | 0.5 | -2.1 | 1.4 | -1.5 | 4.0
Clc1ccc(CN2CCN(c3ncnc4scc(-c5cccs5)c34)CC2)cc1 is listed with 58.0* | 6.8 | 2.8 | 30.4 | -3.9 | 63.9 | 1.8 | -3.0 | -12.0

New compounds follow
SMILES | PostGolgi ctrl | PostGolgi yeast | sEH inhibitor | S1P2 blocker | S1P2 ag | CD11b adhes inh | PLAP act | sEH activator | E coli WT exp
COc1ccccc1N1CCN(C(=O)CCc2ccc(S(=O)(=O)NCC(C)C)cc2)CC1 | 2.4 | -19.1 | -3.5 | 12.8 | -3.9 | 10.0 | 1.5 | 8.8 | 2.0
CS(=O)(=O)N(Cc1ccc(Cl)cc1)c1ccc(C(=O)Nc2cccnc2)cc1 | 11.4 | 9.3 | 9.1 | 24.7 | -10.7 | 1.8 | 1.4 | -9.4 | -7.0
CCSc1nc(=S)n(-c2ccccc2)c(C)c1C(C)=O | 15.2 | 5.8 | -21.4 | -17.5 | -1.9 | -5.8 | 0.9 | 14.7 | 5.0
COc1cccc(SCc2noc(C(=O)NC(C)C)c2C(=O)O)c1 | 15.9 | -2.6 | 5.4 | -4.3 | -8.9 | nt | 1 | 0.2 | 5.0
CCCCOc1ccc(C(=O)NCC2(c3ccccc3)CCOCC2)cc1 | 4.5 | 2.8 | 26.8 | -18.8 | -6.3 | 6.3 | 1.4 | -26.8 | -1.0
Cc1cc(NC(=O)CCC(=O)N(CCc2ccccc2)C(C(=O)NC2CCCC2)c2ccco2)no1 (stereo not drawn) | -4.2 | -5.1 | 1.2 | 4.1 | -5.5 | -40.7 | 0.9 | -0.5 | 0.0
Cc1cc(C)cc(NC(=O)N2CCC(NC(=O)c3ccccc3C)CC2)c1 | nt | nt | -11.3 | -5.0 | -5.5 | nt | nt | 10.5 | nt
COc1ccc(-n2c(Cc3cccn3C)nnc2SCC(=O)Nc2ccccc2C)cc1 | 14.8 | 0.7 | -0.4 | -12.1 | -2.7 | -16.8 | 1.7 | 2.7 | -1.0
COC(=O)c1ccc(C(=O)OC)c(NC(=O)CN2CCN(c3ccccc3OC)CC2)c1 | 19.9 | 24.0 | nt | 8.2 | -2.3 | 15.7 | 1.5 | nt | 4.0
CC(=O)c1cccc(NC(=O)C2CCCN2S(=O)(=O)c2cccc3nsnc23)c1 (stereo not drawn) | 18.2 | 2.5 | -15.0 | -14.9 | -5.7 | -7.3 | 1 | 14.1 | -2.0
CCCC(=O)Nc1ccc(C(=O)NNC(=O)COc2ccc(Br)c(C)c2)cc1 | 5.1 | -2.2 | -19.6 | -16.0 | -3.4 | 4.4 | 0.9 | 23.2 | -6.0
C=C(C)CSc1nnc(-c2ccc(OC)cc2)n1N | -1.2 | 8.8 | 8.2 | 12.9 | -3.1 | 0.3 | 1 | -7.4 | 12.0
Cc1ccc(N2C(=O)CC(NCc3ccc4c(c3)OCO4)C2=O)cc1Cl (stereo not drawn) | -2.0 | -8.3 | 0.8 | 21.5 | -8.1 | -17.5 | 1.7 | -0.8 | 9.0
Clc1ccc(-c2nnc(-c3ccco3)o2)cc1 | 1.3 | -0.9 | -13.9 | 2.3 | -2.5 | -7.2 | 1 | 13.9 | 0.0
CCc1nnc(NC(=O)CSc2nccn2-c2cccc(C)c2C)s1 | 27.6 | -0.5 | 8.2 | 10.0 | -1.0 | 23.3 | 1.6 | -8.9 | -12.0
O=C(CCN1C(=O)c2ccccc2C1=O)Nc1ccccn1 | 3.2 | 5.0 | nt | 5.5 | -4.3 | -3.0 | 1.1 | nt | 2.0
CCOC(=O)Cn1c(S(=O)(=O)Cc2ccc(F)cc2)nc(-c2ccccc2)c1-c1ccccc1 | 20.8 | -0.5 | -5.9 | 12.0 | -3.2 | nt | 1.1 | 6.8 | -10.0
COc1cccc(OCc2nnc(SCC(=O)OCc3ccccc3)o2)c1 | 4.7 | 0.6 | -4.3 | 2.2 | -11.3 | -26.9 | 0.9 | 4.5 | -7.0
COc1ccc(C(CC(=O)O)NC(=O)c2ccccc2)cc1OC (stereo not drawn) | -1.6 | -3.3 | 3.9 | 6.0 | -5.9 | -8.2 | 0.8 | 1.0 | 3.0
COc1ccc(NC(=O)CSc2nc(O)cc(=O)n2-c2ccccc2OC)cc1 | -2.4 | 1.6 | -5.2 | 30.9 | -5.1 | -1.9 | 1.4 | 6.3 | -4.0
Cc1ccccc1Cn1ccc(NC(=O)CCSc2nc(-c3ccco3)cc(C(F)(F)F)n2)n1 | 53.5* | 9.9 | 10.4 | 7.2 | -7.8 | 16.0 | 0.9 | -8.0 | -19.0
COc1cc2cc(CN(CCN3CCCC3)C(=O)Nc3ccccc3Cl)c(=O)[nH]c2cc1OC | 0.6 | -28.3 | 2.4 | 11.7 | -6.2 | -12.3 | 1.5 | 1.5 | 3.0
COC(=O)c1ccc(Cl)c(NC(=O)c2ccc(-c3ccccc3)cc2)c1 | 6.9 | -13.9 | 2.2 | -11.3 | -8.2 | nt | 1 | -1.0 | -4.0
CCC(Oc1ccccc1)C(=O)N1CCC(C(N)=O)CC1 (stereo not drawn) | -2.6 | -2.8 | 1.7 | -1.8 | -4.6 | -10.9 | 0.9 | 3.6 | 1.0
Cc1cc(NC(=O)c2c(Cl)c(C)nn2C)no1 | 5.0 | 21.3 | 2.4 | -0.8 | -4.1 | -9.5 | 1.2 | -0.4 | 6.0
CN(C(=O)CCN1C(=O)c2ccccc2C1=O)C1CCCCC1 | 20.0 | -2.8 | -12.3 | -10.4 | -5.0 | -34.2 | 1.5 | 9.1 | 2.0
CCOC(=O)N1CCC(N2CCN(S(=O)(=O)c3ccc4ccccc4c3)CC2)CC1 | -6.5 | -9.1 | -10.2 | 9.6 | -7.6 | -31.0 | 1.6 | 8.0 | -1.0
Cc1cc(-c2ccco2)n(CC(=O)NCCCc2ccccc2)n1 | 2.1 | -9.3 | nt | nt | nt | -0.7 | 1.1 | nt | 3.0
Cc1cc(C)c(-c2c(O)c3cccc4c3n(c2=O)CCC4)c(C)c1 | nt | nt | 2.0 | -9.8 | -3.8 | nt | nt | -5.3 | nt
COC(=O)CCC/C=C1/SCC(NC(=O)c2ccccc2)C1O (stereo not drawn) | 10.6 | -6.7 | 9.3 | 4.2 | -2.3 | -3.2 | 1.2 | -5.4 | 5.0
O=C(CSc1ncn[nH]1)Nc1ccccc1Sc1ccc(Cl)cc1 | 3.8 | -4.1 | -6.3 | -8.0 | -3.7 | nt | 1.6 | 9.4 | 2.0
COc1ccccc1-c1nnc(SCC(=O)Nc2c(Cl)cccc2Cl)o1 | -8.0 | -1.4 | -0.5 | 7.6 | -2.9 | -18.5 | 1.2 | 0.1 | 3.0
COC(=O)N1CCN(c2ccc(Cl)c(Cl)c2)CC1 | -2.0 | 4.7 | -3.6 | -22.1 | -1.1 | 12.6 | 1 | 6.4 | 4.0
O=C(CSc1ccc2c(c1)OCCO2)NC(=O)NC1CCCC1 | 2.8 | -3.9 | nt | nt | nt | 24.6 | 1 | nt | 12.0
CCOc1c2ccc(C(=O)NCc3ccco3)cc2nn1CCOC | 19.0 | -3.7 | 17.4 | -5.1 | -5.4 | nt | 1.2 | -14.8 | 1.0
Cc1nc(N)nc(C)c1Cc1ccccc1 | -3.8 | 6.4 | 15.7 | 5.2 | -6.0 | -1.6 | 0.8 | -14.3 | 7.0
COc1ccc(-n2c(C)cc(C(=O)COc3ccc(-n4cnnn4)cc3)c2C)cc1 | 10.3 | -3.7 | nt | 7.3 | -3.7 | -7.5 | 0.9 | nt | 0.0
CN(C)/C=C(/C(=O)c1ccc(Cl)cc1)S(=O)(=O)c1ccccc1 | 26.2 | -9.4 | -0.6 | -17.5 | -1.7 | -4.6 | 1 | 1.3 | -14.0
CCOC(=O)C1=C(Cc2ccc(Cl)cc2)C(=O)c2ccccc2C1=O | 10.7 | 6.4 | -5.8 | 21.0 | -3.5 | 96.2 | 1 | 3.4 | -2.0
COCCNC(=O)c1c(NC(=O)c2nc(SC)ncc2Cl)sc2c1CCCC2 | 5.1 | -1.2 | -10.1 | 9.1 | -7.5 | 3.5 | 0.7 | 8.0 | -6.0
O=P(Cc1cc[n+]([O-])cc1)(c1ccccc1)c1ccccc1 | 0.2 | -6.3 | -3.6 | -4.9 | -4.2 | 22.6 | 1 | 7.2 | -4.0
COC(=O)c1ccccc1NC(=S)NC(=O)c1cccc2ccccc12 | 5.0 | 4.0 | -6.6 | -26.6 | -3.1 | 10.1 | 1 | 5.3 | -6.0
Cc1ccccc1-c1nnn(CC(=O)c2ccc(S(=O)(=O)N3CCCC3)cc2)n1 | 21.1 | 2.0 | -6.9 | 9.8 | -6.2 | -1.4 | 0.9 | 10.2 | -10.0
COc1ccc(-c2nc(C#N)c(N3CCN(c4ccccc4)CC3)o2)cc1 | 14.8 | 2.2 | 12.3 | -6.6 | -4.9 | 3.2 | 1.3 | -12.5 | -6.0
CCOC(=O)c1c(C)c(C(=O)N2CCN(c3cccc(Cl)c3)CC2)c(C)n1C | 27.2 | -28.6 | nt | 14.9 | -4.6 | 3.4 | 1.2 | nt | -17.0
COc1ccccc1CNC(=O)[C@@H]1CCCN1C(=O)C1CCN(S(=O)(=O)c2ccc(C)cc2)CC1 | 5.2 | -1.6 | nt | nt | nt | -11.2 | 1.6 | nt | -3.0
CCOC(=O)c1csc(Nc2nc3ccc(F)cc3s2)n1 | 23.8 | -5.6 | 2.9 | -6.5 | -5.1 | 6.7 | 1.1 | -4.2 | -2.0
Cc1cc(O)c(C(C)C)cc1NS(=O)(=O)c1ccccc1 | 5.2 | 1.0 | 0.5 | 20.3 | -1.4 | 13.8 | 1.1 | -5.8 | 2.0
CCOc1ccc(N(CC(=O)NC2CCCCCC2)S(=O)(=O)c2c(C)noc2C)cc1 | 20.5 | -3.7 | 14.1 | 4.3 | -2.4 | -11.6 | 0.9 | -12.1 | -9.0
